Bioassay records deposited in PubChem by National Center for Advancing Translational Sciences (NCATS).
ATXN viability: Viability Counterscreen for Primary qHTS for Inhibitors of ATXN expression. S2 cells (HEK-293 line with an ATXN2-luciferase reporter) viability, CellTiter-Fluor protease fluorescence, 24 h. Potency, µM (series often up to 56.7 µM), hits mostly cytotoxic. 400,000 compounds, 0.49% hits. AID 651635, 2014; further: potency means the concentration at half of the fitted maximal effect; nearly all actives have a fitted effect of over 40% in size
HepG2 viability: qHTS for Inhibitors of TGF-b: Cytotox Counterscreen; HepG2 CAGA-GFP viability, ATP luminescence, 18 h; 410,000 compounds, 0.76% hits; Potency, µM (series often up to 46.1 µM), for inactives: top-dose activity change, negative = cytotoxicity, actives largely listed as cytotoxic; AID 588856, 2011; further: potency means the concentration at half of the fitted maximal effect; some results filed as inactive show a strong effect at the top dose
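CellTiter-Glo luminescence gave cytotoxicity after 18 hours at 37 degrees C. The cells were HepG2 CAGA-GFP in 1% FBS DMEM, stimulated with 500 pg/mL TGF-beta after compound addition. %Activity was normalised to no-cell wells (complete cell-killing) and DMSO (no toxicity), and curves were fitted and classified.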
HT1080 IDH1KD tx: qHTS for induction of synthetic lethality in tumor cells producing 2HG: qHTS for the HT-1080-IDH1KD cell line | 360,000 compounds, 2% hits | HT-1080 IDH1 knockdown viability, ATP luminescence, 48 h | Potency, µM (titrated, usually from 46.1 µM), inactives show top-dose activity, negative = toxicity, actives largely listed as cytotoxic;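 further: potency means the concentration at half of the fitted maximal effect; 0% = DMSO wells and -100% = cell-free medium wells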
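CellTiter-Glo luminescence after 48 h compound exposure at 37 degrees C of IDH1-knockdown HT-1080 cells in 5% FBS RPMI. %Activity scaled between DMSO wells and cell-free media wells, with curves fitted and assigned curve classes.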
MCF10A rereplic: A quantitative high throughput screen for small molecules that induce DNA re-replication in MCF 10a normal breast cells; MCF 10A DNA re-replication, Hoechst nuclear intensity, 48 h; Potency, µM (top dose mostly 46.1 µM), for the others: at the highest dose activity, positive = re-replication, usual class: activators; 350,000 compounds, 2.9% hits; AID 624296, 2012; further: potency means the concentration at half of the fitted maximal effect; % of control where 0% means no effect; nearly all actives have a fitted effect of over 50% in size
SW480 rerep: A quantitative high throughput screen for small molecules that induce DNA re-replication in SW480 colon adenocarcinoma cells. SW480 DNA re-replication, Hoechst DNA content imaging, 48 h. Potency, µM (highest dose often 46.1 µM), for the others: at the highest dose re-replication activation, usual class: activators. 340,000 compounds, 1.8% hits; further: potency means the concentration at half of the fitted maximal effect; % of control where 0% means no effect; nearly all actives have a fitted effect of over 55% in size
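Quantitative HTS format with DMSO vehicle controls; 48 hr drug incubation at 37 C, then 40 min Hoechst staining and scanning imager measurement at 405 nm excitation.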
HT1080NT lethal: qHTS for induction of synthetic lethality in tumor cells producing 2HG: qHTS for the HT-1080-NT fibrosarcoma cell line; Potency, µM (doses to about 46.1 µM), inactives show at the top dose activity, negative = less viability, actives largely listed as cytotoxic; 360,000 compounds, 1.6% hits; HT-1080-NT fibrosarcoma viability, CellTiter-Glo ATP luminescence, 48 h;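 further: NT is the 2HG producing partner of a matched IDH1 knockdown line; potency means the concentration at half of the fitted maximal effect; 0% = DMSO-treated cells and -100% = media-only wells without cells; nearly all actives have a fitted effect of over 55% in size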
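Luminescent CellTiter-Glo readout after 48 hours of compound exposure at 37 degrees C defined viability of HT-1080-NT cells. Activity was normalized to DMSO wells and cell-free media wells; concentration-response curves were fitted and assigned curve classes.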
KB-3-1 cytotox: qHTS assay for MDR1-selective chemotherapeutics: Primary screen using the parental adenocarcinoma cell KB-3-1 | AID 1347075, 2019 | Potency, µM (highest dose often 46.1 µM), for the others: at the top dose activity change, negative = cytotoxic, usual class: cytotoxic | KB-3-1 viability, CellTiter-Glo ATP luminescence, 72 h | 400,000 compounds, 1.4% hits; further: potency means the concentration at half of the fitted maximal effect; on the % scale 0 is the no-effect control and ±100 the full control effect; nearly all actives have a fitted effect of over 60% in size
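Viability of parental KB-3-1 cells, measured by CellTiter-Glo luminescence, followed a 72 h incubation at 37 °C with pinned compounds in phenol-red-free DMEM containing 10% FBS.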
ATXN2 expr inh: Primary qHTS for Inhibitors of ATXN expression; HEK-293 ATXN2-luciferase reporter, luminescence, 24 h; Potency, µM (highest dose often 57 µM), for the others: at the top dose activity change, negative = inhibition, hits mostly inhibitors; 360,000 compounds, 0.72% hits; AID 1745845, 2022; further: potency means the concentration at half of the fitted maximal effect; on the % scale 0 is the no-effect control and ±100 the full control effect; nearly all actives have a fitted effect of over 55% in size
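ATXN2-luciferase reporter cells (luciferase flanked by upstream and downstream ATXN2 gene portions) were treated 24 h at 37 °C with compounds at up to 57 uM. SteadyGlo luminescence gave expression; GF-AFC fluorescence gave viability.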
IL-1B inflam inh: qHTS for Inhibitors of Inflammasome Signaling: IL-1-beta AlphaLISA Primary Screen. THP-1 LPS/ATP IL-1B secretion, AlphaLISA, 16 h; hits give low values. activity change, % at 57.5 µM. 360,000 compounds, 4.7% hits; in the data active means activity change below about -50%; inconclusive means mostly about -30% to -49%; further: on the % scale 0 is the no-effect control and ±100 the full control effect
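THP-1 cells pretreated 1 hr with compounds (up to 57.5 uM final), then stimulated with LPS (250 ng/mL final) plus ATP (1.25 mM final); secreted IL-1B measured by AlphaLISA after 16 hr, decreased signal indicating inhibition.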
Starred values were filed as active, the others as inactive; i = inactive; ? = inconclusive; / = no result given; [ ] = another dose, or the depositor's remark. Unless noted, the call rests on the fitted dose curve; in most records, active means well fitted curve in the direction sought with a large enough effect; inconclusive means small, poorly fitted or top-dose-only effect, or another doubt; inactive means no such curve, though single readings can be large; an effect the other way counts as inactive or inconclusive.

SMILES | ATXN viability | HepG2 viability | HT1080 IDH1KD tx | MCF10A rereplic | SW480 rerep | HT1080NT lethal | KB-3-1 cytotox | ATXN2 expr inh | IL-1B inflam inh
COc1ccc(-c2nn(C)c(=O)c3ccccc23)cc1NC(=O)COc1ccc(C)cc1 | i | 2% | -14% | 20% | 2% | -5% | ? | ? | -11
COC(=O)C1=C(C)N=C2SCCC(=O)N2C1c1ccc(C(=O)OC)cc1 (stereo unspecified) | i | 1% | 2% | -2% | -1% | 14% | -4% | -3% | 1
O=C(NCCc1cn2cccnc2n1)C1CCC(=O)N(Cc2ccccc2F)C1 (stereo unspecified) | i | 7% | 12% | / | / | 6% | 8% | / | 4
CCc1ccccc1NC(=O)CN(C1CCCCC1)S(C)(=O)=O | i | 21% | 0% | 10% | -7%[9.22 µM] | 0% | 3% | -4% | -1
COc1ccc(C(=O)NCCSCc2cccc(Cl)c2)cc1OC | i | -4% | 0% | 10% | 3% | 1% | -6% | -12% | -29
O=C(CSc1ccc(F)cc1)Nc1ccc(C2SCCS2)cc1 | ? | -48% | -1% | ? | ? | 12% | 1% | -23% | /
Cc1ccccc1CNC(=O)c1cc2ccccc2o1 | i | -17% | 18% | 10% | 6% | 2% | 10% | 20% | -3
COc1ccc(C2CCCN2C(=S)Nc2cccc(Cl)c2)cc1OC (stereo unspecified) | i | -12% | -3% | 4% | -1% | 0% | ? | -1% | -87*
Cc1cc(C)c(S(=O)(=O)c2ccccc2C(=O)O)c(C)c1 | i | -4% | 19% | -1% | -15% | 10% | 0% | 0% | -20
OCCNc1nc(Nc2cccc(O)c2)nc2ccccc12 | i | -2% | 0% | -4% | -24% | -11% | -27% | -38% | -105*
COc1ccccc1C(=O)NC(=O)COC(=O)CCOc1ccc(C)cc1 | i | 7% | -9% | 1% | -12% | -5% | 15% | -7% | 7
COc1ccccc1C(=O)Nc1ccnn1C1CCN(Cc2cnc(N(C)C)s2)CC1 | i | -4% | 3% | 1% | -6% | 0% | 11% | -12% | -15
CCCC/C=C/C(NC(=O)CCc1ccccc1)c1ccccc1 (stereo unspecified) | i | -11% | -2% | ? | -9% | -3% | 0% | -12% | -4
O=C1C(=O)N(CCO)C(c2cccc(F)c2)/C1=C(\O)c1ccc(Cl)cc1 (stereo unspecified) | i | -3% | 5% | 1% | -3% | 3% | 11% | -12% | 11
CN(C)CCN(Cc1ccccc1)C(c1ccnc2ccccc12)c1nnnn1-c1ccc2c(c1)OCCO2 (stereo unspecified) | i | / | 5% | / | / | -18% | -6% | -12% | -5
COCCn1c(N)c(N(Cc2ccccc2)C(=O)c2ccc(C#N)cc2)c(=O)[nH]c1=O | i | -3% | 1% | 1% | -13% | -6% | -7% | -8%[11.3 µM] | 7
O=C(O)c1cc(N/N=C/c2ccc3c(c2)OCO3)ccc1Cl | i | 0% | -1% | 5% | 6%[1.84 µM] | -9% | 12% | 36%[activator] | 1
CC(C)CCNC(=O)NC(=O)CN1C(=O)NC2(CCCCC2)C1=O | i | -18% | -11% | 6% | -5% | -14% | 6% | -6% | 9
O=C1CN(C(=O)COC(=O)c2cc(Cl)ccc2[N+](=O)[O-])c2ccccc2N1 | i | -4% | -9% | / | / | -1% | 6% | / | 14
COc1cc(NC(=O)c2[nH]cnc2C(N)=O)cc(C(=O)Nc2cccc(C(F)(F)F)c2)c1 | 10µM* | 7.1µM* | 21µM* | 7.3µM* | -14% | 18µM* | ? | 10µM* | -16
FC(F)(F)c1cc(Cc2nc3ccccc3n2C(CCc2ccccc2)c2nc3ccccc3[nH]2)cc(C(F)(F)F)c1 (stereo unspecified) | / | / | ? | / | / | 21µM* | -23% | / | 5
CC(C)Cn1cnc2c(=O)oc3ccccc3c21 | i | -10% | -9% | -1% | -3% | -12% | -1% | 2% | -14
Cc1cc(C)cc(NC(=O)CN2C(=O)CSc3ccc(S(=O)(=O)N(C)C)cc32)c1 | i | -10% | / | / | / | / | -1% | -2% | /
Cc1sc(NC(=O)C2C3C=CC(C3)C2C(=O)O)c(C(N)=O)c1-c1ccc(C(C)C)cc1 (stereo unspecified) | i | 6% | ? | 12% | / | -9% | ? | 5% | 0
COC1=C(c2ccccc2)C(=O)c2ccccc2C1=O | / | 22µM* | 26µM* | ? | ? | -13% | 2% | ? | -169*
Cc1ccc(C(C)(C)C)cc1S(=O)(=O)Nc1cccc(S(=O)(=O)NC2=NCCC2)c1 | ? | -7% | -14% | 13% | -5% | -1% | 3% | -1% | 111
CCCCNC(=O)CSc1nc2ccc(NC(=O)CSc3nnc(COc4ccccc4C)n3C)cc2s1 | ? | 2% | -9% | -5% | -4% | -6% | 26% | ? | 15
Cc1ccc(C(C(=O)NC(C)(C)C)N(C(=O)c2csnn2)C2CC2)cc1 (stereo unspecified) | i | 5% | 6% | 13% | -1% | 3% | 2% | 8% | -13
CCOc1ccc(CC(=O)NNC(=S)NCCc2ccccc2)cc1 | i | 8% | -10% | 0% | -8% | -6% | -6% | -7% | 43
CCn1c(CC(=O)Nc2cccc(OC)c2)nnc1SCC(=O)Nc1nccs1 | i | 5% | -18% | ? | -1% | 0% | -22% | -10% | 12

Filtered by structure: the entries above with a tert-butyl group
SMILES | ATXN viability | HepG2 viability | HT1080 IDH1KD tx | MCF10A rereplic | SW480 rerep | HT1080NT lethal | KB-3-1 cytotox | ATXN2 expr inh | IL-1B inflam inh
Cc1ccc(C(C)(C)C)cc1S(=O)(=O)Nc1cccc(S(=O)(=O)NC2=NCCC2)c1 | ? | -7% | -14% | 13% | -5% | -1% | 3% | -1% | 111
Cc1ccc(C(C(=O)NC(C)(C)C)N(C(=O)c2csnn2)C2CC2)cc1 (stereo unspecified) | i | 5% | 6% | 13% | -1% | 3% | 2% | 8% | -13

Continuation:
SMILES | ATXN viability | HepG2 viability | HT1080 IDH1KD tx | MCF10A rereplic | SW480 rerep | HT1080NT lethal | KB-3-1 cytotox | ATXN2 expr inh | IL-1B inflam inh
O=C(O)CCN1C(=O)C2CCCCC2C1=O (stereo unspecified) | i | 1% | 22% | 1% | -3% | 10% | -11% | -20% | -8
COc1ccc(C2CC(c3ccc(Cl)cc3)Nc3nc(NC(=O)c4ccco4)nn32)cc1 (stereo unspecified) | i | 9% | ? | ? | 3% | -30% | 13% | -20% | -22
CN(C(=S)NC(=O)CCCOc1ccc(Cl)cc1Cl)c1ccccc1 | i | -16% | ? | -17% | ? | ? | -9% | -11% | -4
CC(C)(C)C(=O)NC1(C(F)(F)F)NC(=O)N(Cc2ccccc2)C1=O (stereo unspecified) | i | 4% | 1% | -1% | -9% | -9% | 19% | 29% | 51
CCOc1cc(N2CCOCC2)c(OCC)cc1NC(=O)c1cc(S(=O)(=O)N2CCOCC2)ccc1Cl | ? | 3% | -3% | ? | ? | 3% | ? | -7% | 3
Cc1oc(-c2cccc(F)c2)nc1CN1CCCN(C(=O)c2ccco2)CC1 | i | -5% | 0% | 6% | -6% | -3% | -1% | -12% | 33
CCCCn1c(N)c(N(CC(C)C)C(=O)C2CCN(S(=O)(=O)c3ccc(F)cc3)CC2)c(=O)[nH]c1=O | ? | 0% | 16% | -5% | -33%[inhibitor] | 12% | -12% | 0% | i
OC[C@H]1NC[C@@H](O)[C@@H]1O | i | -7% | 13% | 0% | ? | 27% | 0% | 7% | 11
CC(=O)N1CCN(C(=O)CN2C(=O)NC(C)(c3ccc4ccccc4c3)C2=O)CC1 (stereo unspecified) | i | -17% | -5% | -4% | -3% | 0% | -1% | -12% | -2
O=C(NN=Cc1ccccc1)c1ccccc1 | i | -12% | 13% | 2% | -2% | 25% | 7% | -14% | -17
O=C(COc1c(Cl)cc(Cl)cc1Cl)c1ccc(Cl)cc1 | ? | 2% | 17% | -2% | -3% | 24% | -2% | 0% | 18
COc1ccccc1CN1CCNC(=O)C1CC(=O)NCCCn1cccn1 (stereo unspecified) | i | -5% | 15% | ? | 6% | 17% | -5% | 5% | 0
Cc1ccc(CC(=O)NCC2CCCCC2)cc1 | i | 1% | 8% | 7% | 3% | 17% | 0% | / | -9
COC(=O)c1c(C#N)c(N)nc2c1CCC2 | i | 1% | 9% | -1% | 3% | 23% | 15% | 8% | 4
O=C(c1cc2ccccc2cc1O)N1CCN(c2cccc(Cl)c2)CC1 | i | 0% | 2% | ? | -5% | 11% | 6% | 3% | -1
Cc1cccc(Cc2nnc(CCC(=O)N3CCCCC3c3nccs3)o2)c1 (stereo unspecified) | i | 0% | 16% | -10% | -4% | -6% | -27% | 18% | -21
CC(=O)c1cn(CCOc2ccc(F)cc2)c2ccccc12 | i | -15% | ? | -6% | -9% | ? | -14% | -1% | 0
O=C(Nc1nnc(CC(c2ccccc2)c2ccccc2)s1)c1ccco1 | i | 3% | -18% | 1% | 6% | -2% | 14% | -3% | 0
NC(=S)NN=C1c2ccccc2-c2cc(Br)ccc21 | ? | 2% | -27% | 21% | -1% | -9% | ? | ? | -5
O=C(CSCC(=O)N1CCOCC1)Nc1ccccc1 | i | 8% | 4% | 0% | -5% | 13% | -18% | -3% | 14
COc1ccccc1NC(=O)c1oc2ccccc2c1C | i | -23% | -1% | / | / | -8% | 2% | / | 10
O=C(c1ccccc1)C1OC1C(=O)c1ccccc1 (stereo unspecified) | ? | 7% | ? | 9.2µM* | 15µM* | ? | ? | 9% | -96*
O=C(O)Cc1ccc(C(=O)c2ccc(Cl)cc2Cl)s1 | i | 3% | 19% | 1% | -2% | 6% | 22% | 2% | 14
